Screening results from PubChem.
TEAD-YAP block – TEAD-YAP interaction inhibition. HEK-TIYL cells, TEAD-Gal4/YAP UAS-luciferase luminescence. inhibition, % at 9.12 µM. 640,000 tested, 1.4% active. AID 1259422; in the data active means inhibition above about 32%;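 further: 0% = median of test compound wells and 100% = reference inhibitor wells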
MITF primary – blocks human microphthalmia-associated transcription factor | O75030 | 650,000 tested, 0.91% active | inhibition, % at 2.6 µM | AlphaScreen MITF homodimerization, bead proximity signal; in the data active means inhibition above about 50%;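 further: 0% = vehicle wells with protein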
Target sequence (O75030 whole entry, looked up): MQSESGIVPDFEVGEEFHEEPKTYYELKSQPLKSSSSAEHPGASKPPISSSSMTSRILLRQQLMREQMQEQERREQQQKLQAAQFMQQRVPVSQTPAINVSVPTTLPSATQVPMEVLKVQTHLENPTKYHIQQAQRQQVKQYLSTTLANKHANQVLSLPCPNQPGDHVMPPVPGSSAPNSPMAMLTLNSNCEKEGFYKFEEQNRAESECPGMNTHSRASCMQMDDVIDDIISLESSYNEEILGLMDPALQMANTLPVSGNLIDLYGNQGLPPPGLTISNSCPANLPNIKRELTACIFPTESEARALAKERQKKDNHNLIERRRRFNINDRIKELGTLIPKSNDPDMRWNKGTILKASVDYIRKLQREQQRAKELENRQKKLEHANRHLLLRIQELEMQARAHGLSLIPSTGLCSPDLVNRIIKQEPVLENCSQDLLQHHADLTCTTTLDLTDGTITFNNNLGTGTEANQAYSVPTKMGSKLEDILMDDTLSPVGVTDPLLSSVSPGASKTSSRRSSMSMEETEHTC
GPR151 activ – human GPR151 activation. 650,000 tested, 1% active. activation, % at 11.2 µM. Q8TDV0. PathHunter beta-arrestin GPR151 cells, luminescence; in the data active means activation above about 4.9%;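 further: 0% = median of compound wells and 100% = cells with positive control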
Target sequence (Q8TDV0 whole entry, looked up): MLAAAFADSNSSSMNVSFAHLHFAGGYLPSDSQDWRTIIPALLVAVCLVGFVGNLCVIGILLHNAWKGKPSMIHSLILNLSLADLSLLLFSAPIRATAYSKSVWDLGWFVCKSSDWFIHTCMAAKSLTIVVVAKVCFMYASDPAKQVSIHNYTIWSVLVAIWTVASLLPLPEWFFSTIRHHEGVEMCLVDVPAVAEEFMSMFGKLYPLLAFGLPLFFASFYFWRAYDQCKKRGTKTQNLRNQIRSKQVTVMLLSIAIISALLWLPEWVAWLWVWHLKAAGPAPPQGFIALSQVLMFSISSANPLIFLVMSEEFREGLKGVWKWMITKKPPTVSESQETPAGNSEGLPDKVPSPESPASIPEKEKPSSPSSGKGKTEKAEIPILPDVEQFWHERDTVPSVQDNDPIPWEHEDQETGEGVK
FBW7 act – human FBW7 E3 ligase activation, primary screen | Q969H0 | AlphaScreen FBW7–phospho-cyclin E peptide binding, activator screen | normalized activity (activation), % at 26.1 µM | 650,000 tested, 0.13% active | AID 1259310; in the data active means normalized activity above about 1.9%;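 further: purified mutant Fbw7 with reduced substrate affinity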
* hit, by the source's call; & = joins results of further samples.

cpd | SMILES | GPR151 activ | TEAD-YAP block
1 | O=C(NCc1ccc2c(c1)OCO2)C(C(=O)c1ccccc1)n1cc(Cl)ccc1=O (stereo unspecified) | -0.4 | 1
2 | O=C(/C=C(\O)c1ccccc1)C(=O)/C=C(\O)c1ccccc1 | -1.3 | -6
3 | COc1ccc(OC)c(NC(=O)c2noc3c2COc2ccccc2-3)c1 | -0.3 | -2
4 | C=CCNc1c([N+](=O)[O-])cc([N+](=O)[O-])c2nonc12 | -1.1 | 5
5 | COc1cc(NC(=O)CSc2nnnn2-c2ccc3c(c2)OCO3)cc(OC)c1OC | -0.6 | 15
6 | CCN1C(=O)NC(c2ccc([N+](=O)[O-])cc2)C(C(=O)OCCc2ccccc2)=C1C (stereo unspecified) | -0.6 | -10
7 | O=Cc1ccc(C(=O)OCc2cccc([N+](=O)[O-])c2)cc1 | 0.3 | -4
8 | COC(=O)c1sc2ccccc2c1NC(=O)c1ccc(F)cc1 | 0.6 | -9

cpd | FBW7 act | MITF primary
1 | 0.3 | 16
2 | -0.2 | -13
3 | -0.2 | -1
4 | -0.2 | 22
5 | -0.1 | -1
6 | 0.6 | 76*
7 | -0.2 | 11
8 | 0.1 | 3

More records
cpd | SMILES | GPR151 activ | TEAD-YAP block
9 | CCN(CC)S(=O)(=O)c1cc(NC(=O)CCc2c(C)nc3ncnn3c2C)ccc1C | -0.1 | 5
10 | CC(NC(=O)c1cc(F)ccc1F)c1nnc2n1CCN(Cc1cccnc1)CC2 (stereo unspecified) | -0.9 | 4
11 | O=c1[nH]c(=S)[nH]nc1Cc1ccccc1 | -0.4 | -1
12 | CC(=O)N(CN1C(=O)c2ccc(Br)cc2C1=O)c1ccc(C(=O)Oc2ccccc2)cc1 | 0.1 | -3
13 | CC(NC(=O)C(Cc1ccc(F)cc1)NC(=O)c1ccccc1)C(=O)O (stereo unspecified) | 0.1 | 2
14 | COc1cc(NC(=O)c2ccc3nc(N4CCN(c5ccccn5)CC4)sc3c2)cc(OC)c1OC | 4.7 | -37
15 | CCOc1ccccc1NC(=O)Cc1ccccc1 | 0.6 | -7
16 | C=CCN1/C(=C\C=C2\C=Nc3ccc(Br)cc32)C=Cc2ccc(C)cc21 | 2.5 | 21

cpd | FBW7 act | MITF primary
9 | 0.0 | 1
10 | 0.0 | 8
11 | 0.0 | 7
12 | -0.1 | 2
13 | 0.0 | 5
14 | -0.2 | -6
15 | 0.2 | -3
16 | 0.1 | 14

Remaining list, next part
cpd | SMILES | GPR151 activ | TEAD-YAP block
17 | COc1ccc(N2C(=O)CS/C2=N/S(=O)(=O)c2ccc(F)cc2)cc1 | 0.0 | 3
18 | CC(NC(=O)c1cc(-c2ccccc2Cl)nc2ccccc12)c1ccccc1 (stereo unspecified) | -0.4 | 18
19 | COc1ccc(Br)cc1CN(C)C(=O)CNC(=O)C12CC3CC(CC(C3)C1)C2 | 0.5 | 13
20 | O=C(CN1C(=O)c2cccc3cccc(c23)C1=O)N1CCN(c2ccc(F)cc2)CC1 | 1.5 | -1
21 | Cc1cccc2cccc(S(=O)(=O)NCc3ccc(C(=O)NN)cc3)c12 | 1.3 | -7
22 | NC(=O)N/N=C(/C=C/c1ccccc1)C1(O)CCCCC1 | 1.2 | -2
23 | CS(=O)(=O)N(CC(=O)Nc1ccccc1C(F)(F)F)c1cccc(F)c1 | 2.1 | 2
24 | N#Cc1ccc(-c2csc(NC(=O)/C=C/c3ccc([N+](=O)[O-])cc3)n2)cc1 | -2.0 | -2

cpd | FBW7 act | MITF primary
17 | 0.8 | 14
18 | 0.1 | 15
19 | 0.2 | -3
20 | 0.0 | 28
21 | 0.1 | 23
22 | -0.1 | 5
23 | -0.1 | 2
24 | -0.1 | -8

(list continues)
cpd | SMILES | GPR151 activ | TEAD-YAP block
25 | Cc1ccc(Cl)cc1N(CC(=O)N1CCN(Cc2ccccc2)CC1)S(C)(=O)=O | 0.1 | 4
26 | COc1ccc(C(=O)N/N=C/c2cc(OC)c(O)c(OC)c2)cc1OC | -1.5 | -21
27 | Cc1ccn2c(CNCCCc3cccnc3)c(C(=O)N3CCCCCC3)nc2c1 | -0.1 | 3
28 | CC(=O)Nc1ccc(NC(=O)c2ccnc(N3CCC(N4CCOCC4)CC3)c2)cc1 | 1.8 | -3
29 | Cc1ccc(NCCNC(=O)c2ccccc2Cl)nn1 | -0.7 | -3
30 | CC(NC(=O)/C(=C/c1ccc(Cl)cc1)NC(=O)c1ccco1)C(=O)O (stereo unspecified) | 0.8 | -6
31 | COCCN=C1NN=C(c2ccc(C)cc2)CS1 | 1.3 | -25
32 | CCc1cccc(C)c1NC(=S)N(Cc1ccccc1)Cc1cccs1 | 0.1 | 0

cpd | FBW7 act | MITF primary
25 | -0.2 | 2
26 | 0.2 | 9
27 | 0.1 | 0
28 | 0.1 | 0
29 | 0.1 | 12
30 | 0.0 | -2
31 | -0.4 | -1
32 | 0.0 | -5

Random excerpt: 4 entries already listed
cpd | SMILES | GPR151 activ | TEAD-YAP block
27 | Cc1ccn2c(CNCCCc3cccnc3)c(C(=O)N3CCCCCC3)nc2c1 | -0.1 | 3
29 | Cc1ccc(NCCNC(=O)c2ccccc2Cl)nn1 | -0.7 | -3
30 | CC(NC(=O)/C(=C/c1ccc(Cl)cc1)NC(=O)c1ccco1)C(=O)O (stereo unspecified) | 0.8 | -6
31 | COCCN=C1NN=C(c2ccc(C)cc2)CS1 | 1.3 | -25

cpd | FBW7 act | MITF primary
27 | 0.1 | 0
29 | 0.1 | 12
30 | 0.0 | -2
31 | -0.4 | -1

The results go on:
cpd | SMILES | GPR151 activ | TEAD-YAP block
33 | O=C(NCc1cccc(C(F)(F)F)c1)c1ccc2nc(Nc3ccncn3)sc2c1 | 0.6 | 9
34 | CCN(CCO)C(=O)CCCN1C(=O)/C(=C/c2cccs2)SC1=S | -1.8 | -20
35 | CCOCCc1nnc(NC(=O)Cc2ccc(Br)cc2)s1 | 3.2 | 2
36 | CC1=C(C(=O)OCCCc2ccccc2)C(c2ccccc2C(F)(F)F)CC(=O)N1 (stereo unspecified) | 0.6 | -1
37 | CC1=C(C(=O)Nc2ccccc2)C(c2ccc(C)o2)n2c(s/c(=C/c3ccc(N(C)C)cc3)c2=O)=N1 (stereo unspecified) | 0.6 | -2
38 | Cn1c(SC/C(O)=C(\C#N)c2nc3ccccc3[nH]2)nnc1-c1ccccc1 | 0.6 | -2
39 | O=C1C(c2ccc(F)cc2)N(Cc2ccccc2)C(=O)CN1C1CCCCC1 (stereo unspecified) | 1.3 | 9
40 | COc1ccc(-c2nnc3ccc(SCC(=O)Nc4cccc(C)c4)nn23)cc1OC | 0.1 | -13

cpd | FBW7 act | MITF primary
33 | 0.3 | 7
34 | -0.1 | -8
35 | 0.0 | 3
36 | 0.1 | -5
37 | -0.1 | -1
38 | 0.0 | -5
39 | -0.1 | 5
40 | 0.2 | -6

The results go on:
cpd | SMILES | GPR151 activ | TEAD-YAP block
41 | CCCCOc1ccc(-c2nc3s/c(=C4\C(=O)N(CC)c5ccccc54)c(=O)n3n2)cc1 | -1.0 | -10
42 | O=C(CNC(=S)N(CCCN1CCOCC1)Cc1cccs1)NCc1ccc(Cl)cc1 | -0.2 | 6
43 | O=c1oc2ccccc2cc1-c1nn(-c2ccccc2)cc1/C=N/O | 1.6&-0.7 | -23&0
44 | O=C(Cn1c2ccccc2c(=O)c2ccc(Cl)cc21)Nc1ccc(C(F)(F)F)cc1 | -0.5 | 4
45 | Nc1cccc(-c2nc(NCCO)c3ncn(C4CCCCC4)c3n2)c1 | 0.7 | 6
46 | Cc1ccc(NC(=O)N2CCC(CN3CCOCC3)CC2)cc1F | -1.4 | -13
47 | CCC(c1nnnn1C1CCCC1)N1CCC(C(N)=O)CC1 (stereo unspecified) | -1.0 | 10
48 | COc1ccc(OC)c(S(=O)(=O)NC2CC(=O)N(c3cccc(F)c3)C2)c1 (stereo unspecified) | 0.7 | -2

cpd | FBW7 act | MITF primary
41 | 0.7 | 20
42 | -0.1 | 4
43 | 0.6&0.3 | 17&-4
44 | 0.2 | 15
45 | 0.2 | 14
46 | 0.0 | 1
47 | 0.1 | 5
48 | 0.1 | 2

Remaining list, next part
cpd | SMILES | GPR151 activ | TEAD-YAP block
49 | O=C(Nc1ncc([N+](=O)[O-])s1)c1ccccc1Br | -8.7 | -39
50 | NC(=O)c1ccccc1NC(=O)c1ccccc1F | -1.0 | -6
51 | Cc1ccc(NC(=O)CSc2c(C)n[nH]c2C)cc1Cl | -1.5 | -2
52 | O=C(Nc1cccc2ccccc12)N1CCN(C2CCCCC2)CC1 | 0.5 | 9
53 | O=C(Nc1c2c(nn1-c1ccc(Cl)cc1)CSC2)c1ccccc1C(F)(F)F | 0.1 | 5
54 | O=Cc1c(OC(=O)c2cccc([N+](=O)[O-])c2)ccc2ccccc12 | 3.3 | 8
55 | Cc1sc2nc3c4ccccc4c(N4CCOCC4)nn3c(=O)c2c1C | -1.0 | -5
56 | O=C(CN1C(=O)C(=O)N(C2CCCC2)C1=O)Nc1ccc(-c2ccccc2)cc1 | -0.4 | 6

cpd | FBW7 act | MITF primary
49 | -0.1 | -10
50 | 0.4 | 16
51 | 0.0 | -5
52 | -0.1 | -1
53 | -0.1 | -2
54 | 0.7 | -7
55 | 0.8 | 3
56 | 0.1 | 7

(more compounds)
cpd | SMILES | GPR151 activ | TEAD-YAP block
57 | CCC(=O)N(Cc1cc2cccc3c2n(c1=O)CCC3)c1ccc(OC)cc1 | -2.3 | -3
58 | O=C(c1ccc([N+](=O)[O-])cc1)N1CCSC1c1ccc2c3c(cccc13)CC2 (stereo unspecified) | -0.1 | -4
59 | Cc1ccc(SCc2cc(=O)[nH]c(SCC(=O)N3c4ccccc4CCc4ccccc43)n2)cc1 | -0.5 | 2
60 | CC(=O)Nc1ccc(CN2CCC3(CC2)CC3C(=O)NCCc2c[nH]c3ccccc23)cc1 (stereo unspecified) | -0.8 | 7
61 | Cc1ccc(CN(C)C(=O)CC2(c3ccccc3)CC(=O)N(Cc3ccncc3)C2=O)cc1 (stereo unspecified) | 0.9 | 11
62 | CCc1ccc(N2C(=O)NC(=O)/C(=C/c3ccc(O)c(O)c3)C2=O)cc1 | -1.0 | -4
63 | Cc1cc(Nc2ccc(N3CCOCC3)cc2)nc(NCCCN2CCCC2=O)n1 | -2.7 | 12
64 | CCOCCCN1C(=O)CN(C2CCCCCC2)C(=O)C1c1ccc(OC(C)C)c(OC)c1 (stereo unspecified) | 2.7 | 4

cpd | FBW7 act | MITF primary
57 | 0.5 | -1
58 | 0.1 | -1
59 | -0.2 | 5
60 | 0.1 | 1
61 | -0.1 | 2
62 | 0.6 | -5
63 | 0.1 | 22
64 | 0.1 | 2

Grouped by structure: the compounds so far containing a thiophene ring, fused or not
cpd | SMILES | GPR151 activ | TEAD-YAP block
8 | COC(=O)c1sc2ccccc2c1NC(=O)c1ccc(F)cc1 | 0.6 | -9
32 | CCc1cccc(C)c1NC(=S)N(Cc1ccccc1)Cc1cccs1 | 0.1 | 0
34 | CCN(CCO)C(=O)CCCN1C(=O)/C(=C/c2cccs2)SC1=S | -1.8 | -20
42 | O=C(CNC(=S)N(CCCN1CCOCC1)Cc1cccs1)NCc1ccc(Cl)cc1 | -0.2 | 6
55 | Cc1sc2nc3c4ccccc4c(N4CCOCC4)nn3c(=O)c2c1C | -1.0 | -5

cpd | FBW7 act | MITF primary
8 | 0.1 | 3
32 | 0.0 | -5
34 | -0.1 | -8
42 | -0.1 | 4
55 | 0.8 | 3

The listing continues:
cpd | SMILES | GPR151 activ | TEAD-YAP block
65 | CCOC(=O)Nc1sc2c(c1C(N)=O)CCCC2 | 0.2 | -1
66 | Cc1cccc(C)c1NC(=O)C1CCCN(Cc2ccccc2)C1 (stereo unspecified) | -0.3 | 6
67 | O=C(O)c1ccccc1C(=O)N1CCN(C/C=C/c2ccccc2)CC1 | 2.8 | 3
68 | CCOC(=O)CSc1nc2ccccc2c(=O)n1CCc1ccc(S(N)(=O)=O)cc1 | 1.5 | 3
69 | Cn1c(CNC(=O)c2ccc(Cl)c(Cl)c2)n[nH]c1=S | 0.8 | 10
70 | COc1ccc(-c2noc(N3CCC(C(=O)NC4CCCCC4C)CC3)n2)cc1 (stereo unspecified) | -0.4 | 2
71 | CCOc1cc(/C=N/n2cnc3sc4c(c3c2=O)CCCC4)ccc1O | 0.4 | 10

cpd | FBW7 act | MITF primary
65 | -0.1 | 1
66 | 0.0 | -12
67 | -0.1 | -2
68 | 0.1 | 18
69 | 1.4 | 10
70 | 0.0 | 9
71 | -0.1 | 3
